GALK inh: qHTS Assay for Inhibitors of Human Galactokinase (GALK). P51570. Purified GALK, Kinase-Glo residual ATP luminescence. Potency, µM (top dose mostly 57.5 µM), without a hit: at the top dose activity change, negative = inhibition, usual class: inhibitors. actives 0.007% (n = 270,000); also: potency is read from the fitted curve at half-maximal effect
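Luminescence from leftover ATP (Ultra-Glo luciferase/luciferin) served as read-out after a 1 h room-temperature reaction of 5 nM GALK with 35 uM ATP and 100 uM galactose.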
Eya2 phos inh: qHTS Assay for Inhibitors of the Phosphatase Activity of Eya2; Protein phosphatase EYA2 (Homo sapiens), O00167; recombinant Eya2, OMFP fluorescence dephosphorylation (OMFP is methylfluorescein phosphate); Potency, µM (top dose mostly 76.9 µM), inactives show top-dose activity, negative = inhibition, actives largely listed as inhibitors; actives 0.006% (n = 330,000); AID 488837, 2010; also: potency is read from the fitted curve at half-maximal effect
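Eya2 (0.2 uM) preincubated 10 min at ambient with compound, then OMFP substrate added at 50 uM; 10 min reaction in 50 mM HEPES pH 7.5, 50 mM NaCl, 5 uM MgCl2, 0.05% BSA, 1 mM DTT. Fluorescence read at Ex 485/Em 525 nm.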
USP2a block: qHTS Assay for Inhibitors of Ubiquitin-specific Protease USP2a Using CHOP2 as the Reporter; USP2 core, Ub-CHOP2 coupled fluorogenic reporter, 485/531; Potency, µM (series often up to 38.3 µM), without a hit: at the top dose activity change, negative = inhibition, most hits filed as inhibitors; actives 0.01% (n = 330,000);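 also: potency is read from the fitted curve at half-maximal effect; plate controls were DMSO wells for no effect and full inhibition by NEM control for full effect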
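Cell-free coupled assay: 10nM USP2 core preincubated 30min RT with compound in Tris-HCl pH 8.0/CaCl2/CHAPS buffer, then 25nM Ub-CHOP2 and 25nM reporter substrate; fluorescence (Ex 485/Em 531) read after 60min RT, normalized to NEM inhibition, concentration-response curves fitted.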
KCNH2 3.1 block: qHTS for Inhibitors of KCHN2 3.1: Mutant qHTS; Potassium voltage-gated channel subfamily H member 2, brain isoform KCNH2 3.1 (human); U2OS KCNH2 3.1, thallium flux FluxOr; active compounds read low; activity change, % (tested at about 1.8 µM); actives 0.95% (n = 340,000);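 active = maximum activity change below -70%; inconclusive = maximum activity change from -70% to -50%; inactive = maximum activity change above -50%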;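 also: thallium influx rate constant from kinetic fluorescence after stimulation buffer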
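Steps: virus added to U2OS suspension (4 h, RT, dark); medium with 10% FBS added, cells plated, 37 C overnight; FluxOr/Red40 loading buffer 45 min RT; stimulation buffer, 2 min kinetic read; rate constant normalized.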
hERG WT inh: qHTS for Inhibitors of KCHN2 3.1: Wildtype qHTS; U2OS, BacMam KCNH2, thallium flux FluxOr; active compounds read low; activity change, % at 1.84 µM; actives 0.37% (n = 340,000); AID 720551, 2013;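 active = maximum activity change below -70%; inconclusive = maximum activity change between -70% and -50%; inactive = maximum activity change above -50%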
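U2OS cells were transduced with wild-type KCNH2 virus (2.03 x 10^8 / mL) for 4 h at room temperature, then cultured overnight at 37 C. Thallium flux was read with FluxOr dye. Rate constants were normalized to DMSO controls.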
uPA surface inh: qHTS for Inhibitors of Cell Surface uPA Generation; AID 540303, 2011; actives 0.31% (n = 330,000); cell surface uPA generation assay, qHTS; Potency, µM (top dose mostly 38.3 µM), inactives show top-dose activity change, negative = inhibition, usual class: inhibitors; active = well fitted inhibition curve with a large enough effect; inconclusive = small, poorly fitted or top-dose-only effect; inactive = no such curve, though single readings can be large or run the other way; tested in mouse RAW 264.7 cells; also: potency is read from the fitted curve at half-maximal effect; nearly all actives have a fitted effect of over 55% in size
B2AR arrestin: qHTS assay of beta-arrestin-biased ligands of beta2-adrenergic receptor; beta-arrestin recruitment to beta2AR, cell-based reporter; Potency, µM (titrated, usually from 46.1 µM), inactives show at the highest dose activation, hits mostly activators; actives 0.02% (n = 330,000); AID 492947, 2010;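 also: potency is read from the fitted curve at half-maximal effect; 0% = DMSO controls and full agonism = EC100 isoproterenol or metaproterenol; nearly all actives have a fitted effect of over 65% in size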
Target sequence (P07550 whole entry, looked up): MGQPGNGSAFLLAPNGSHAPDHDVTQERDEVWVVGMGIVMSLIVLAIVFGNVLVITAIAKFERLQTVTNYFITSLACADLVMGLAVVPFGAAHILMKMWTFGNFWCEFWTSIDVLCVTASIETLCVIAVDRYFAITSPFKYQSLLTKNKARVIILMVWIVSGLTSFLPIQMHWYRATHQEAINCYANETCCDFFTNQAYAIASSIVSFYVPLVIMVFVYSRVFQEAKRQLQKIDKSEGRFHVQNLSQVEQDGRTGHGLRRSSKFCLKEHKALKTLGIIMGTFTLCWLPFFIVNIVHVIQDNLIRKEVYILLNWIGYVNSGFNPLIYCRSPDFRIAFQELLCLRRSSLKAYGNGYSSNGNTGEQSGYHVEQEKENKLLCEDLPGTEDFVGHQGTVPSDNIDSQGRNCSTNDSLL
Giardia killer: Small Molecules that selectively kill Giardia lamblia: qHTS | actives 0.15% (n = 340,000) | Giardia lamblia trophozoite viability | activity change, % at 7.66 µM, hits read low | AID 540267, 2011; in the data active = activity change below about -80%; inconclusive = between about -30% and that limit;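 also: parasites exposed to compound for two days anaerobically before the ATP read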
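Trophozoites 100 cells/well + cpd; 48 hrs, 37 deg C, anaerobic. ATPLite 1-Step added, 15-30 min RT, luminescence read (ATP-based viability).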
Chronic BCR inh: qHTS Assay to Find Inhibitors of Chronic Active B-Cell Receptor Signaling; actives 0.05% (n = 340,000); ABC-DLBCL IkBa-CBG/CBR reporter, luminescence ratio, 4 h; Potency, µM (doses to about 46.1 µM), inactives show top-dose ratio change, negative = lower green/red ratio, usual class: inhibitors; AID 493014, 2011; active = well fitted inhibition curve with a large enough effect in the signal ratio, with a control signal flat, not every such curve was filed as active; inconclusive = small, poorly fitted or top-dose-only effect, or effect the other way, or a change in a side signal; the % refers to the signal ratio;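 also: potency is read from the fitted curve at half-maximal effect; plate controls were basal doxycycline-induced cells for no effect and cells given 10 µM MG132 for full effect; MG132 reads +100%, hits lower the ratio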
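Cell line TMD8 (human ABC DLBCL), stably expressing tet-inducible CBG68-IkBa fusion and CBR; IMDM/0.5% FBS; cpd up to 46 uM; dox induction, 4 h, 37C/5% CO2; dual luminescence; green/red ratio; MG132 control.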
Coupling enz: qHTS Assay for Inhibitors of Fructose-1,6-bisphosphate Aldolase from Giardia Lamblia: Coupling assay counterscreen; coupling enzyme system counterscreen, AmpLite Red fluorescence; activity change, negative = inhibition, % at 58.2 µM, hits read low; actives 0.67% (n = 290,000); in the data active = activity change below about -30%
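Final compound at 57.5 uM, incubated 10 min at RT with coupling enzyme reagent (glyceraldehyde-3-phosphate), then 20 min with substrate and AmpLite Red detection. Fluorescence read at 525/598 nm; tests interference with the coupling assay, not aldolase inhibition.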
PKM2 activator: qHTS Assay for Activators of Human Muscle isoform 2 Pyruvate Kinase; Pyruvate kinase PKM (Homo sapiens), P14618; purified PKM2, Kinase-Glo ATP luminescence, activation; response scale: 0% is enzyme alone, no compound; Potency, µM (highest dose often 57.5 µM), for the others: at the top dose activation, usual class: activators; actives 0.34% (n = 260,000); also: potency is read from the fitted curve at half-maximal effect; nearly all actives have a fitted effect of over 55% in size
Target sequence (P14618 whole entry, looked up, canonical isoform): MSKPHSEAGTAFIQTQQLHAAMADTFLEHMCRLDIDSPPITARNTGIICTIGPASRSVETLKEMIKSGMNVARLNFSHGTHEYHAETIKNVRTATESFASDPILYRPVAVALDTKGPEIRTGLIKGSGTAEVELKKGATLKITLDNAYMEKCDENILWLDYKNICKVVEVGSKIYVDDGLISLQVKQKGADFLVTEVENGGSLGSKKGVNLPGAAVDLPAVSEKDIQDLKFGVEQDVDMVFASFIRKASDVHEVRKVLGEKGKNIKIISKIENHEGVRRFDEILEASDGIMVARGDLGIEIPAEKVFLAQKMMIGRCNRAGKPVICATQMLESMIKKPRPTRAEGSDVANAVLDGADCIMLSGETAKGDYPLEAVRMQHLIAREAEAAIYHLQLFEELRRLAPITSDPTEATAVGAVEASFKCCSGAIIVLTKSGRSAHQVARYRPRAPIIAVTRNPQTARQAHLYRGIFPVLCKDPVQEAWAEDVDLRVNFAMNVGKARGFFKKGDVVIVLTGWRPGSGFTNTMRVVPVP
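Kinase-Glo luminescence reports ATP generated from ADP (0.1 mM) and PEP (0.5 mM) by purified hPK-M2 after 1 h at room temperature, pH 7.2 imidazole buffer; intermediate enzyme activity allows detecting inhibitors and activators.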
An asterisk follows results filed as active; u = inconclusive; x = not tested or not shown; [ ] = remark or other dose. Unless noted, calls follow the shape of the dose curve; as a rule, active = well fitted curve in the direction sought with a large enough effect; inconclusive = small, poorly fitted or top-dose-only effect, or another doubt; inactive = no such curve, though single readings can be large; an effect the other way counts as inactive or inconclusive. Unless noted, % is scaled to controls: 0 for no effect and ±100 for the full control effect.

Fields: GALK inh, Eya2 phos inh, USP2a block, KCNH2 3.1 block, hERG WT inh, uPA surface inh, B2AR arrestin, Giardia killer, Chronic BCR inh, Coupling enz, PKM2 activator
COc1ccc(N2C(=O)CSC2c2cccc(F)c2)c(OC)c1 (configuration not stated)
    -2%, -8%, 0%, -21, -8, -1%, -0.4%, -5, -5%, -3, -2%
Cc1cc(-c2ccc(C)c(S(=O)(=O)NC(C)Cc3ccco3)c2)on1 (configuration not stated)
    7%, 0%, 2%, -6, -2, -5%, 0.1%, -16, u, -1, x
Cc1ccccc1OCC(=O)NNC(=O)CCN1C(=O)c2ccccc2C1=O
    -3%, 6%, 10%, 12, -2, 0%, 0.0%, 5, u, 3, -7%
COc1ccc2[nH]cc(CCN=C3SCC(=O)N3C)c2c1
    2%, -2%, -5%, -3, 2, 0%, -0.3%, -8, 9%, -1, 6%
C=C(C)C(=O)Nc1ccc(OC(F)(F)C(F)F)c(NC(=O)C(=C)C)c1
    -2%, 6%, 2%, -9, 6, 0%, -0.4%, -13, u, 1, -4%
Cc1cccc(NC(=O)c2cccnc2)c1
    -3%, -9%, 0%, 17, 0, 3%, -0.3%, -11, -3%, 6, 7%
COc1ccc(Nc2ccc(S(=O)(=O)N3CCCCC3)cc2[N+](=O)[O-])cc1
    1%, 1%, 0%, -34, 4, -4%, -0.2%, -9, -1%, -3, 0%
COc1ccc2c(c1)OC13CCCCC1C2C(C(=O)c1ccccc1)C(=O)N3 (configuration not stated)
    2%, -6%, 0%, 3, -1, -6%, 0.4%, 14, u, 1, 5%
CCCc1cc(=O)oc2cc(C)cc(OCC(=O)NCc3ccncc3)c12
    -3%, -5%, 1%, 3, -5, 0%, 0.0%, 17, -2%, 3, x
O=C(NCCCn1ccnc1)c1nn2c(C(F)(F)F)cc(-c3ccc(Br)cc3)nc2c1Cl
    x, 5%, 3%, 2, 0, -1%, -0.4%, 49[activator], 4%, 1, -5%
C=CCN(N=Nc1cccc([N+](=O)[O-])c1)c1cccc([N+](=O)[O-])c1
    -1%, 2%, 1%, -14, 2, 5%, 0.3%, 1, u, 2, -5%
Cc1c(NC(=O)COc2cccc(Cl)c2Cl)c(=O)n(-c2ccccc2)n1C
    x, -1%, 0%, 8, 28, 3%, 0.2%, -10, 5%, x, x
CC1CCc2nn(CC(=O)NCCN3CCOCC3)cc2C1 (configuration not stated)
    1%, -3%, 2%, -2, 0, 13%, -0.4%, 0, 7%, 3, 4%
Cc1ccc(C2NC(=O)c3c(sc(C)c3C)N2)c(O)c1 (configuration not stated)
    2%, 5%, 3%, 15, 5, 1%, -0.3%, 10, u, -4, 1%
Cc1ccc(/C=N/NC(=O)CN2CCN(S(=O)(=O)c3ccc(Br)cc3)CC2)s1
    2%, -4%, 4%, -19, -2, -4%, -0.2%, 11, 13%, -2, 12%
CCN(C(=O)COC(=O)COc1ccccc1Cl)c1c(N)n(Cc2ccccc2)c(=O)[nH]c1=O
    x, -2%, 2%, -16, -1, 4%, -0.2%, 18, 0%, x, x
N#Cc1ccccc1NC(=O)C1CC(=O)N(c2ccc3c4c(cccc24)CC3)C1 (configuration not stated)
    0%, 0%, 3%, 8, -2, 3%, 0.3%, 14, -11%, -4, 6%
CCn1c(SCC(=O)Nc2ccc3c(c2)OCO3)nc2ccccc21
    0%, -2%, 2%, 4, -6, -2%, -0.3%, 2, u, 1, -17%
CCOC(=O)c1nnn(-c2nc(N(C)C)nc(N(C)C)n2)c1C
    2%, -1%, -5%, 6, -4, 1%, -0.1%, -7, -12%, 0, -4%
O=C(O)Cc1ccc(NS(=O)(=O)c2ccccc2Cl)cc1
    -1%, 11%, 1%, 10, 0, 9%, 0.1%, -18, 4%, 3, -1%
CC1=CC(=C2C(=O)c3ccccc3C2=O)C=C(C)N1C
    -1%, 1%, -2%, 8, 4, -11%, -0.4%, -16, u, -3, 2%
COc1ccc(C2/C(=C(/O)c3ccccc3)C(=O)C(=O)N2CCO)cc1 (configuration not stated)
    2%, 11%, 2%, 0, -6, 2%, -1.6%, -5, 11%, -5, -6%
NC(=O)NC[C@@H]1CC[C@@H](Cc2ccc(-c3ccccc3)cc2)O1
    x, -9%, 2%, x, -5, -21%, -0.5%, -18, u, x, x
CCOc1ccc(C(=O)Nc2cccc(C(C)=O)c2)cc1[N+](=O)[O-]
    6%, 6%, 0%, -39, 12, -9%, -0.5%, 23, 11%, 2, -2%
S=c1[nH]nc(-c2cccc(Cl)c2)n1/N=C/c1ccco1
    x, 1%, -2%, 7, 2, -26%, -0.3%, -27, 4%, -4, 2%
CC(C)(C)NC(=O)N1CCn2cccc2C1c1ccccc1F (configuration not stated)
    -1%, -13%, 0%, 12, 23, 0%, 0.1%, 13, 1%, -1, 2%
O=C(Nc1ccc2c(c1)OCO2)C(=O)c1c[nH]c2ccccc12
    2%, 1%, 3%, 12, 20, u, 0.2%, u, x, x, x
CCN(CCNC(=O)CS(=O)(=O)Cc1nc(-c2cccc(OC)c2)oc1C)c1ccccc1
    0%, 1%, -2%, 2, -4, x, 0.1%, 5, -26%, -1, 0%
C#CC(C)(C)NC(=O)CSc1nc2c(c(=O)n(C)c(=O)n2C)n1CCCC
    3%, -9%, 2%, 11, 1, 8%, 0.1%, 20, 13%, 5, -4%
Cc1ccc(-c2nnc(CN3CCCCC3C)o2)cc1 (configuration not stated)
    -2%, 0%, 3%, 16, x, -5%, -0.2%, 11, u, 0, x
COCCNc1nc(-c2cc(C)n(CCc3ccc(OC)cc3)c2C)cs1
    -1%, 1%, -13%, -4, 5, 14%, 0.0%, 7, 0%, -20, -6%
COc1cccc(C(=O)Nc2ccc(N3CCN(C(=O)c4ccco4)CC3)cc2)c1
    7%, 2%, 1%, 1, 1, -10%, -0.4%, 4, u, 4, 3%
COc1ccc(N(CC(=O)NCCc2ccc(OC)c(OC)c2)S(=O)(=O)c2ccc(OC)c(OC)c2)cc1
    2%, 24%, 0%, 20, 9, 2%, -0.7%, 5, u, 5, x
CNS(=O)(=O)c1cccc(C(=O)OCC(=O)NCc2ccccc2)c1
    0%, 5%, 7%, 6, -5, 3%, 0.2%, -4, u, 1, -2%
O=C(NCCc1c[nH]c2ccccc12)Nc1cccc2ccccc12
    -4%, -13%, 2%, -11, -9, 1%, -0.4%, -2, u, -2, 0%
O=C(O)CNS(=O)(=O)c1cccc(Cl)c1
    6%, 3%, 2%, 8, -12, 5%, -0.3%, -5, -9%, 2, -5%
COc1cccc(CN2CCNC(=O)C2CC(=O)NCCOc2cccnc2)c1OC (configuration not stated)
    4%, 8%, 1%, 2, -1, -7%, 0.2%, -7, 0%, -5, 4%
CC1=C(C(=O)OC2CCCC(C)C2)C(c2ccccc2)NC(=O)N1 (configuration not stated)
    -6%, 1%, 2%, -2, -5, 18%, 0.4%, -3, 2%, -1, 5%

Ordered by SMILES length (highest first): 3 of the compounds above.
Fields: GALK inh, Eya2 phos inh, USP2a block, KCNH2 3.1 block, hERG WT inh, uPA surface inh, B2AR arrestin, Giardia killer, Chronic BCR inh, Coupling enz, PKM2 activator
COc1ccc(N(CC(=O)NCCc2ccc(OC)c(OC)c2)S(=O)(=O)c2ccc(OC)c(OC)c2)cc1
    2%, 24%, 0%, 20, 9, 2%, -0.7%, 5, u, 5, x
COc1cccc(CN2CCNC(=O)C2CC(=O)NCCOc2cccnc2)c1OC (configuration not stated)
    4%, 8%, 1%, 2, -1, -7%, 0.2%, -7, 0%, -5, 4%
O=C(NCCc1c[nH]c2ccccc12)Nc1cccc2ccccc12
    -4%, -13%, 2%, -11, -9, 1%, -0.4%, -2, u, -2, 0%

High-throughput results from PubChem.
